FN deposition inh = fibronectin deposition inhibition. AID 743247. inhibition, % at 12.6 µM. AH1F fibroblasts, Alexa488-fibronectin deposition fluorescence, overnight. 350,000 tested, 0.086% active;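 active = mean inhibition across replicates of 30% or more, regardless of how many single replicates reach that level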;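 note: positive control wells lacked labelled fibronectin entirely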
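Assay system: AH1F fibroblasts assembling fluorescent fibronectin matrix; Amount: 10000 AH1F cells per well; Buffer or medium: DMEM, 2% serum; Probe or stimulus: Alexa488-fibronectin, 24 nM final in well; Doses: single compound dose, delivered by pin transfer; Incubation: 1 h adhesion, overnight exposure; Measured by: fluorescence 485/525 nm; Read-out: fibronectin deposition inhibition.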
EWS-Fli inh = blocks EWS/Fli oncoprotein-driven transcription; A673 NR0B1-luciferase reporter, viability-normalised; inhibition, % at 12.6 µM; 350,000 tested, 0.67% active;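 active = mean inhibition of at least 50% after viability correction, with every replicate also passing that limit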;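 note: firefly luciferase signal divided by Alamar Blue viability fluorescence both relative to DMSO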
DENV2 CPE rescue = inhibitors of DENV2 cytopathic effect; DENV2-infected cells, cytopathic effect rescue, plate reader; CPE inhibition, % at 9.99 µM; 350,000 tested, 1.7% active; AID 651640; in the data active = CPE inhibition above about 20%, passing the limit was not always enough; tested in BHK-21 cells;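 note: 0% = median of neutral control wells and 100% = median of positive control wells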
PAX8 reporter = PAX8 transcriptional activity inhibition. RMG-I TPO-luciferase reporter, SteadyGlo, 24 h. inhibition, % at 12.6 µM. 360,000 tested, 1.2% active;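 active = mean replicate inhibition at least 60% with every replicate also reaching 60%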;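 note: luciferase light reporting Pax8 driven TPO promoter activity; plate controls were median of neutral control wells for no effect and mitoxantrone controls for full effect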
GSIS activator = GLuc luminescence reporter in INS-1E cells, primary screen for activators of glucose-dependent secretion of insulin; INS-1E GLuc reporter insulin secretion, 2-3 h; activation, % at 16.6 µM; AID 743287; 370,000 tested, 0.61% active;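 active = lowest replicate activation of at least 40%, so every replicate reaches that level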;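 note: 0% = median of neutral control wells and 100% = median of IBMX positive control wells; some compounds called inactive have numbers as strong as hits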
miR122 inh = inhibitors of miR-122 in Huh7 cells; Huh7 miR-122 Renilla luciferase sensor, 48 h; neutral wells = 0, positive control = 100; activation (reporter increase), % at 12.5 µM; 340,000 tested, 0.3% active; AID 602342;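 active = mean replicate activation score at least 90 and every replicate individually at or above 90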;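 note: higher luciferase means less miR-122 activity so hits act as miR-122 inhibitors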
F508del corr = correctors of CFTR F508del function in bronchial epithelial cells. CFBE cells, YFP halide quenching; stimulated with forskolin plus potentiator P3; % fluorescence drop versus neutral controls. activity (quench increase), % at 7.58 µM. 350,000 tested, 0.36% active. AID 720511;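 active = mean added fluorescence quench of at least 8% versus neutral control, with both replicates also reaching 8%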;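 note: cells transiently co-express mutant CFTR-F508del with the halide-sensitive YFP; corrector assay measuring rescue of mutant channel to the surface after 24 h compound exposure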
Active calls of the source: *; nt = no result given; & = joins results of further samples; [ ] = remark or other dose.

# | Molecule | FN deposition inh | EWS-Fli inh | DENV2 CPE rescue | PAX8 reporter | GSIS activator | miR122 inh | F508del corr
1 | COc1ccccc1-c1ccccc1[C@@H]1[C@@H](C#N)N(C(=O)C2CCC2)[C@@H]1CO | -1.9 | -10.5 | 43.8* | -9.8 | 2.6 | nt | -0.4
2 | C[C@@H]1CC2=C(C(=O)OC(C)(C)O2)[C@H](c2ccc(F)cc2)O1 | 2.8 | 0.4 | -5.3 | -13.9 | 56.2* | nt | -2.6
3 | COCC(=O)N1CCN(c2cccc(Cl)c2)CC1 | -8.9 | -4.7 | nt | -9.1 | 5.1 | nt | 0.8
4 | CC(OC(=O)c1ccc(S(=O)(=O)N2CCCCC2)cc1)C(=O)Nc1ccc(C(N)=O)cc1 (stereo not given) | -3.6 | -5.1 | 4.3 | -12.5 | 3.3 | -1.7 | -5.6
5 | CN(Cc1ccccc1)C(=O)COC(=O)c1ccc(S(=O)(=O)N(C)C)cc1 | 5.2 | 0.2 | -2.8 | -4.5 | nt | -7.1 | 1.5
6 | C[C@H](CO)N1C[C@H](C)[C@H](CN(C)C(=O)Nc2cccc(F)c2)Oc2ncc(C#CCN(C)C)cc2C1=O | -1.4 | 5.0 | -5.8 | nt | 2.4 | 3.9[16.7 µM] | 3.5
7 | COc1cc2ccc(=O)oc2c(O)c1O | nt | -7.2 | 3.6 | nt | nt | -4.2 | 2.4
8 | O=C(COc1cc(Cl)ccc1Cl)Nc1ccc2c(c1)CCC2 | 5.2 | -30.2 | -3.5 | -1.9 | -9.9 | nt | 7.3
9 | Nc1nc(=S)[nH]c2c1C1(CCCCC1)Cc1ccccc1-2 | -1.6 | 2.7 | -19.3 | -9.0 | -8.5 | 5.0 | 0.0
10 | c1coc(C2=Nc3cccc4cccc(c34)N2)c1 | -28.8 | -8.9 | -1.6 | -6.6 | -1.5 | 3.4 | nt
11 | Cc1ccc(C)c(N2CN(Cc3cccnc3)CNC2=S)c1 | 8.2 | 6.3 | -10.2 | 52.4 | nt | 1.0 | -0.6
12 | Nc1ccccc1NC(=O)NC(=O)c1ccccc1 | 10.4 | -75.3 | -1.9 | -206.6 | 3.4 | -6.5 | 3.7
13 | COc1ccc(OCC(=O)NNC(=O)c2cccc(C)c2)cc1 | -24.8 | -4.7 | 4.6 | -1.4 | -2.8 | 2.3 | -2.1
14 | COC(=O)c1ccc(CSc2nnc(NC(=O)C3CC(=O)N(c4ccc5c(c4)OCCO5)C3)s2)cc1 (stereo not given) | 2.4 | nt | nt | 0.7 | -14.3 | nt | nt
15 | Cc1cccn2c(=O)c3cc(C(=O)NC4CCCCCC4)sc3nc12 | 11.5 | -7.4 | 17.4 | -10.9 | 9.1 | 0.5 | -3.9
16 | CC(=O)Nc1ccc2c(c1)C(=O)N(C)[C@H]1CC[C@H](CC(=O)Nc3ccc4c(c3)CCC4)O[C@@H]1CO2 | -2.2 | 5.4 | nt | -0.8 | 0.0 | -20.0[16.7 µM] | -5.4
17 | CCC(=O)N(C)C[C@H]1Oc2cc(-c3ccncc3)ccc2S(=O)(=O)N([C@@H](C)CO)C[C@H]1C | -3.3 | 6.8 | 2.3 | nt | 22.7 | 5.6[16.7 µM] | -0.5
18 | COc1ccc(NC(=O)N(C)C[C@H]2Oc3c(NS(=O)(=O)c4cn(C)cn4)cccc3C(=O)N([C@H](C)CO)C[C@@H]2C)cc1 | -5.6 | 0.3&3.8 | -7.4&8.6 | -9.5 | 6.6&2.8 | -0.6[16.7 µM] | 0.7&0.4
19 | CC(=O)Nc1ccc(NC(=O)CSc2nnc(NC(=O)c3ccco3)s2)cc1 | -4.1 | 0.5 | 3.2 | nt | -0.3 | -3.1 | 1.2
20 | Cc1ccc(SCC(=O)OCC(=O)N(CC(C)C)c2c(N)n(Cc3ccccc3)c(=O)[nH]c2=O)cc1C | -3.6 | 10.8 | -9.2 | 11.6 | 4.4 | nt | 0.5
21 | CN(CC(=O)OCC(=O)NCc1ccccc1)S(=O)(=O)c1ccc(F)cc1 | -3.9 | 5.3 | 1.9 | -2.3 | -4.5 | -2.0 | -0.8
22 | O=C(c1ccc(Cl)c(Cl)c1)N1CCC(=O)N(C(COCc2ccc(Cl)cc2)Cc2ccccc2)CC1 (stereo not given) | 7.0 | 8.4 | -6.9 | 11.8 | nt | 3.6 | -1.9
23 | CC(C)(O)C#Cc1ccc(C(=O)Nc2ccc3c(c2)OCO3)s1 | -5.8 | nt | 6.8 | -76.7 | 3.7 | 1.3 | 0.4
24 | CN(C)c1ccc(CNC(=O)C2(C)Cc3c(-c4cccc(C(N)=O)c4)ccnc3O2)cc1 (stereo not given) | 3.5 | 0.1 | -5.9 | -1.6 | -10.8 | -3.2 | -2.6
25 | Cn1c(=O)c2cc(S(=O)(=O)Nc3cc(C(=O)O)cc(C(=O)O)c3)ccc2n(C)c1=O | 1.6 | 15.4 | 2.0 | 12.6 | 1.0 | nt | -1.0
26 | Cc1ccc(S(=O)(=O)N[C@@H]2CC[C@@H](CCn3cc(C4CCCCC4)nn3)O[C@@H]2CO)cc1 | 2.5 | -0.7 | -0.8 | 12.0 | 14.2 | nt | -0.9
27 | C[C@H]1CN([C@@H](C)CO)C(=O)c2cc(-c3ccccc3F)cnc2O[C@H]1CN(C)C(=O)c1cnccn1 | -5.2 | -4.4 | 2.9 | 5.0 | 20.5 | 6.5[16.7 µM] | -6.2
28 | O=C1[C@@H]2C(Cc3ccc(O)cc3)NC3(C(=O)Nc4ccc(F)cc43)[C@@H]2C(=O)N1c1ccc(F)cc1 (stereo not given in full) | -8.2 | nt | nt | 8.2 | nt | 6.6 | nt
29 | CCCNC(=O)N1C[C@@H]2[C@H](c3ccccc31)[C@@H](CO)N2Cc1cccc(OC)c1 | 0.1 | -3.5 | -6.4 | 10.8 | 5.8 | 14.3[16.7 µM] | -1.4
30 | COC(=O)c1ccccc1N=NNc1ccc([N+](=O)[O-])cc1 | -7.6 | -103.5 | -12.2 | -31.0 | nt | nt | 4.3
31 | C[C@H](CO)N1C[C@H](C)[C@H](CN(C)Cc2ccncc2)Oc2c(NC(=O)Nc3ccc4c(c3)OCO4)cccc2C1=O | nt | -21.0 | 17.4 | -65.6 | 1.2 | 8.9[16.7 µM] | 0.6
32 | Cc1ccc(NC(=O)C23CCC(C)(C(=O)[C@H]2Br)C3(C)C)cc1 (stereo not given in full) | -0.4 | 7.8 | 18.1 | 8.5 | -23.6 | nt | -0.3
33 | Cc1noc(C)c1S(=O)(=O)Nc1cccc2c1O[C@@H](CN(C)C(=O)NC(C)C)[C@@H](C)CN([C@H](C)CO)C2=O | -15.5 | -1.7 | -2.2 | nt | -2.8 | -4.0[16.7 µM] | 4.4
34 | COC(=O)[C@]12C[C@H](CC(=O)NCc3ccc(C)o3)C(=O)N(Cc3ccc4c(c3)OCO4)C1=C[C@H](COCc1ccccc1)O[C@@H]2C | 3.4 | -5.1 | -3.7 | -4.1 | nt | nt | 5.2
35 | CC(C)NC(=O)NC(=O)CSc1ccc(S(=O)(=O)N2CCOCC2)cn1 | 3.3 | -1.9 | 1.4 | -2.7 | 7.1 | 2.7 | 2.0
36 | CO[C@@H]1CN(C)C(=O)c2cc(NC(C)=O)ccc2OC[C@@H](C)N(C(=O)C2CCOCC2)C[C@@H]1C | -15.1 | -1.6 | -2.1 | -15.3 | 26.3 | nt | 1.4
37 | Fc1cnc(N2CCOCC2)nc1N1CCOCC1 | -14.2 | -8.5 | nt | -4.6 | 5.1 | nt | 4.3
38 | O=C(NCc1ccncc1)c1c(F)c(F)c(F)c(F)c1F | 2.7 | nt | nt | -17.7 | 13.0 | 2.3 | nt
39 | CSc1ccc(CN2CCC2(C)C(=O)NCc2cccs2)cc1 (stereo not given) | -3.2 | 9.6 | 3.0 | -4.6 | nt | 1.7 | 2.2
40 | O=C(COC(=O)c1n[nH]c2ccccc12)Nc1ccc([N+](=O)[O-])cc1 | 1.4 | nt | nt | 32.1 | -33.5 | nt | nt
41 | COc1ccc(S(=O)(=O)N(C)C[C@H]2Oc3ccc(NC(=O)C4CCCCC4)cc3CC(=O)N([C@H](C)CO)C[C@H]2C)cc1 | nt | -0.4 | 22.0* | 11.4 | 5.1 | -11.4[16.7 µM] | 1.6
42 | O=C(Cn1nnc(-c2ccccc2)n1)NNC(=O)c1ccc(Br)cc1 | 5.3 | -1.2 | -2.8 | -0.4 | -2.2 | nt | 1.2
43 | O=C(NNc1ncnc2c1cnn2-c1ccccc1)c1ccco1 | -5.9 | 13.0 | -0.4 | 2.2 | 6.0 | nt | 0.7
44 | CC(=O)Nc1ccc(N2C(=O)CSC2c2ccc(F)cc2)cc1 (stereo not given) | -8.5 | nt | nt | 0.1 | nt | 9.0 | nt
45 | C=CCn1c(=S)sc2c(=O)[nH]cnc21 | 2.0 | -2.4 | 10.3 | -4.7 | -0.9 | -4.2 | -0.5

6 entries drawn at random from the list so far:
# | Molecule | FN deposition inh | EWS-Fli inh | DENV2 CPE rescue | PAX8 reporter | GSIS activator | miR122 inh | F508del corr
43 | O=C(NNc1ncnc2c1cnn2-c1ccccc1)c1ccco1 | -5.9 | 13.0 | -0.4 | 2.2 | 6.0 | nt | 0.7
12 | Nc1ccccc1NC(=O)NC(=O)c1ccccc1 | 10.4 | -75.3 | -1.9 | -206.6 | 3.4 | -6.5 | 3.7
17 | CCC(=O)N(C)C[C@H]1Oc2cc(-c3ccncc3)ccc2S(=O)(=O)N([C@@H](C)CO)C[C@H]1C | -3.3 | 6.8 | 2.3 | nt | 22.7 | 5.6[16.7 µM] | -0.5
37 | Fc1cnc(N2CCOCC2)nc1N1CCOCC1 | -14.2 | -8.5 | nt | -4.6 | 5.1 | nt | 4.3
35 | CC(C)NC(=O)NC(=O)CSc1ccc(S(=O)(=O)N2CCOCC2)cn1 | 3.3 | -1.9 | 1.4 | -2.7 | 7.1 | 2.7 | 2.0
41 | COc1ccc(S(=O)(=O)N(C)C[C@H]2Oc3ccc(NC(=O)C4CCCCC4)cc3CC(=O)N([C@H](C)CO)C[C@H]2C)cc1 | nt | -0.4 | 22.0* | 11.4 | 5.1 | -11.4[16.7 µM] | 1.6

Returning to the listing, repeating the two entries before the break.
# | Molecule | FN deposition inh | EWS-Fli inh | DENV2 CPE rescue | PAX8 reporter | GSIS activator | miR122 inh | F508del corr
44 | CC(=O)Nc1ccc(N2C(=O)CSC2c2ccc(F)cc2)cc1 (stereo not given) | -8.5 | nt | nt | 0.1 | nt | 9.0 | nt
45 | C=CCn1c(=S)sc2c(=O)[nH]cnc21 | 2.0 | -2.4 | 10.3 | -4.7 | -0.9 | -4.2 | -0.5
46 | CNC[C@H]1Oc2c(NS(=O)(=O)c3ccc(C)cc3)cccc2C(=O)N([C@H](C)CO)C[C@@H]1C | nt | -0.2 | 3.2 | -11.0 | 2.4 | -4.8[16.7 µM] | -0.5
47 | COc1cc(C)c(Br)cc1S(=O)(=O)NCc1ccccc1 | nt | 15.3 | nt | nt | 3.2 | nt | -0.8
48 | C[C@@H]1CN([C@@H](C)CO)C(=O)Cc2cc(NS(C)(=O)=O)ccc2O[C@H]1CN(C)C(=O)Nc1ccc2c(c1)OCO2 | nt | -6.6 | -3.3 | -12.0 | 13.6 | -3.6[16.7 µM] | 0.9
49 | CCOC(=O)N1CCC(N(CCCOC)C(=O)Nc2ccc(CC)cc2)CC1 | nt | 1.9 | nt | nt | -3.3 | 2.3 | 2.2
50 | CCC(=O)N1CCCCN2[C@H](CO)[C@@H](c3ccc(C#Cc4ccccc4F)cc3)[C@@H]2C1 | nt | 4.4 | -3.1 | -5.5 | -17.8 | -15.4[16.7 µM] | 3.9
51 | NC(=O)C1CCN(S(=O)(=O)Cc2ccccc2Cl)CC1 | -11.1 | -0.2 | 2.3 | 1.8 | -7.2 | -7.3 | 1.4
52 | CN(C)/C=C(\C#N)C(=O)Nc1ccc(F)c(Cl)c1 | -5.2 | -92.7 | -2.6 | -94.5 | -8.3 | nt | 3.6
53 | CC(C)(C)[C@H]1CCC(=O)N([C@H](CN=[N+]=[N-])Cc2ccccc2)CC1 | -0.4 | 3.3 | 17.6 | -12.6 | 5.8 | nt | 1.8

Assay outcomes deposited in PubChem BioAssay by Broad Institute.
